Compound activity deposited in PubChem BioAssay by several laboratories.
Runt-SMMHC FRET = inhibitors of human RUNX1 Runt domain binding to CBFb-SMMHC; AID 1434; inhibition, % at 20 µM; Q01196+Q13951; 0.74% of 220,000 active; Cerulean-Runt/Venus-CBFb-SMMHC FRET ratio 530/480, 1 h;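 active = mean inhibition across duplicate retests at 20 µM reaching about 50%, limit read from the data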;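 note: 0% = DMSO wells and 100% = wells with excess untagged CBFb-SMMHC; inhibitors lower the FRET ratio by blocking Runt binding to CBFb-SMMHC; some results filed as inactive read as strong as hits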
Target sequence (Q01196 whole entry, looked up, the tested form may be a part): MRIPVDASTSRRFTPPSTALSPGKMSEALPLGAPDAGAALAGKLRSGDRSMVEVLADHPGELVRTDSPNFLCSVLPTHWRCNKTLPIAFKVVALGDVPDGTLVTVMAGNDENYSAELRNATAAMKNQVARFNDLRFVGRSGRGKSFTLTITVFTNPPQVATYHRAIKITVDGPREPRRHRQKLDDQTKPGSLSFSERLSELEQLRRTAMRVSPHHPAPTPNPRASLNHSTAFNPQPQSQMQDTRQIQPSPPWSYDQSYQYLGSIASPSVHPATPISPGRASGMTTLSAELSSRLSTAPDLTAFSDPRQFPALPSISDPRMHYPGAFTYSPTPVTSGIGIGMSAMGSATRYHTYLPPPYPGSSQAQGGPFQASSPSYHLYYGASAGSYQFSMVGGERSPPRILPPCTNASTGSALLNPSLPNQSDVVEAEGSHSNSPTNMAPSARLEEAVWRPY
Target sequence (Q13951 whole entry, looked up, the tested form may be a part): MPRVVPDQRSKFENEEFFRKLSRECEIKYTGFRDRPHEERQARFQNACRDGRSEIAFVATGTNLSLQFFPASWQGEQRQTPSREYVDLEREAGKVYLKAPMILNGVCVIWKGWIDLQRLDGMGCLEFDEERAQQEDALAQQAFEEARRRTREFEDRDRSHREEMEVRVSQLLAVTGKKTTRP
TRPML3 ag = agonists of human TRPML3 channel | Q8TDD5 | HEK293 TRPML3-YFP, Fluo-8 calcium fluorescence; 100% = the carbachol control signal | activation, % at 3 µM | 0.29% of 220,000 active | AID 1448;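 active = activation above its plate's cutoff, the mean activation of the plate's test wells plus 3 SD, cut at about 12% in these data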;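 note: 0% = DMSO only wells and 100% = carbachol wells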
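Material: HEK293 cells stably carrying human TRPML3-YFP; compound dosing: single dose, 3 µM final nominal compound, 0.3% DMSO final; incubation: 1-h 37 °C dye load, 5-s basal, 120-s post-compound reads; technique: Fluo-8 intracellular calcium fluorescence, excitation 470-495 nm, emission 515-575 nm; read-out basis: percent activation from peak-to-basal fluorescence ratio, scaled between DMSO and carbachol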
MDM2 E3 inh = blocks human Mdm2 ubiquitin ligase activity | signal enhancement, % at 5 µM | 0.11% of 210,000 active | cell-based MDM2 ubiquitination luciferase reporter, 2 h; 0 = plate control, 100 = twice control, blank-subtracted;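 active = signal enhancement of 30% or more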;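 note: luminescence tracks abundance of the self-degrading MDM2-luciferase fusion protein; higher signal means inhibition of MDM2 E3 ligase activity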
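Test system: mammalian cells stably expressing self-ubiquitinating, self-degrading MDM2 E3–luciferase fusion; Amount: 2000 cells in each well; Medium: DMEM; Schedule: 4 h settle plus 2 h compound, 37 °C; Technique: SteadyLite luciferase luminescence after 15 min room-temperature reagent incubation; Benchmarks: plate control and blank wells.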
TNF death inh = TNF-alpha cell death inhibition in Jurkat FADD-/- cells. Jurkat FADD-/- TNF necroptosis rescue, ATP luminescence, 24 h; 0 = TNF only, 100 = no-TNF cells. activation (protection from cell death), % at 10 µM. 0.068% of 220,000 active. AID 463075;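 active = activation, meaning protection from cell death, of at least 50% relative to plate controls; inactive = activation below 50%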;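 note: necroptosis triggered by 40 ng/mL TNF-alpha added together with compound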
p47phox inh = p47phox (human) inhibition; P14598; p47phox/p22phox peptide binding, fluorescence polarization, 2 h; inhibition, % at 24.7 µM; 0.53% of 220,000 active;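 active = inhibition above about 30%, limit read from the data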;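 note: 0% = p47phox with labelled peptide and 100% = labelled peptide alone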
TRPN1 ag = activates the zebrafish TRPN1 channel; HEK293 zebrafish TRPN1-YFP, Fluo-8 calcium fluorescence; 100% = response to 87 µM carbachol; activation, % at 3 µM; 0.18% of 220,000 active; AID 1424;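 active = activation above its plate's cutoff, the mean activation of test wells on that plate plus 3 SD, cut at about 19% in these data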;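 note: 0% = DMSO alone and 100% = 87 µM carbachol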
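System: zebrafish TRPN1-YFP in HEK293 cells / Dosing: 3 µM single point / Timing: dye loading 1 h at 37 °C, then 30 min room temperature / Signal: Fluo-8 calcium fluorescence, excitation 470-495 nm, emission 515-575 nm / Read-out basis: percent activation from peak over basal fluorescence ratio, control-normalized / Control set: high carbachol 87 µM, low DMSO alone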
PPC-1+TRAIL kill = compounds killing PPC-1 cancer cells with TRAIL present (potentiator screen, no TRAIL-free arm); 0.41% of 220,000 active; PPC-1 cells + TRAIL, ATPLite viability luminescence; cell killing (% activity), % at 4 µM;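 active = cell killing above 50% in the first pass at 4 µM, then a duplicate retest at 5 µM averaging 50% or more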;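 note: plate controls were cells with TRAIL plus DMSO for no effect and medium-only wells lacking cells for full effect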
EBV gp42 inh = blocks Epstein-Barr virus glycoprotein 42 binding | Q1HVG2 | Fluorescence polarization binding assay, mP read-out | 0.42% of 220,000 active | inhibition, % (tested at 21.74 µM) | AID 1085; in the data active = inhibition above about 50%
Target sequence (Q1HVG2 whole entry, looked up): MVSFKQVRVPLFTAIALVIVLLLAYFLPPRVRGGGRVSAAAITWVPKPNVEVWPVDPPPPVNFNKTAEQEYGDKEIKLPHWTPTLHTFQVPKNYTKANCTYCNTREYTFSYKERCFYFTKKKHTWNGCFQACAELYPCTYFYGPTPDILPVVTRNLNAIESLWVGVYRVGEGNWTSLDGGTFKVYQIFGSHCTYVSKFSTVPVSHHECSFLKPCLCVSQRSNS
CHOP inhibitor = CHOP inhibition in unfolded protein response; 3.8% of 220,000 active; inhibition, % at 10 µM; CHO-K1 CHOP-promoter luciferase, tunicamycin-induced, 15-18 h;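 active = compounds that reduced the stress-induced luciferase reporter signal by more than about 70% of percent inhibition, limit read from the data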;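 note: 0% = tunicamycin plus vehicle and 100% = wells without tunicamycin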
* = called active by the depositor; . = not tested or not shown; + = active, no number; [ ] = remark or other dose.

SMILES | Runt-SMMHC FRET | TRPML3 ag | MDM2 E3 inh | TNF death inh | p47phox inh | TRPN1 ag | PPC-1+TRAIL kill | EBV gp42 inh | CHOP inhibitor
COc1ccc(-n2ncc3c(NCCCn4ccnc4)ncnc32)cc1 | 3 | 0.6 | -17 | -0.4 | -5 | 1.6 | . | -24 | -33
Cc1cc(NC(=O)C2C3C=CC(C3)C2C(=O)O)no1 (configuration not stated) | -7 | 0.9 | -7 | -0.5 | -3 | -0.4 | 3 | 23 | 5
O=C(Nc1ccccc1Cl)c1ccccc1 | -2 | 0.4 | -10 | -0.3 | -9 | -0.8 | 14 | 6 | -4
CC(C)(C)NC[C@H](O)COc1nsnc1N1CCOCC1 | 4 | 1.1 | . | 1.5 | -6 | -0.7 | 15 | -7 | 0
COc1ccccc1OCCNC(=O)c1cc(=O)[nH]c2ccccc12 | 2 | 0.6 | . | 1.4 | 1 | 1.5 | -7 | -7 | -8
COc1ccc2c3c(cccc13)N(C)N=C2C | 26 | 1.1 | -16 | -11 | 3 | -0.1 | 14 | 21 | 42
Cc1ccc(OCCSc2cc(C)nc(N)n2)cc1 | 3 | 0.1 | 0 | 0.0 | -10 | -0.5 | 14 | -6 | 37
COc1cc(/C=C/C(=O)O)cc(S(=O)(=O)N2CCCc3ccccc32)c1OC | 0 | -0.7 | -7 | 1.5 | -10 | 0.5 | 11 | -3 | -21
CCCCCC(=O)Nc1nnn(CCC)n1 | -4 | 1.2 | 8 | -0.1 | 6 | 2.1 | 14 | -10 | -2
Cc1ccc2[nH]c3c(c2c1)CN(C)CC3 | -16 | 1.1 | 3 | 2.3 | -3 | 0.7 | 5 | -12 | 14
O=c1[nH]nc(Cc2ccc(Cl)cc2)c2ccccc12 | -5 | 0.6 | -90 | -2.7 | 9 | 3.2 | 4 | -1 | 54
CSCCC(NS(=O)(=O)c1ccc2c(c1)oc(=O)n2C)C(=O)NC1CCCc2ccccc21 (configuration not stated) | 3 | -0.6 | -2 | -0.7 | -34 | -0.2 | 6 | -20 | 2

A run of entries from further up, as a working copy:
SMILES | Runt-SMMHC FRET | TRPML3 ag | MDM2 E3 inh | TNF death inh | p47phox inh | TRPN1 ag | PPC-1+TRAIL kill | EBV gp42 inh | CHOP inhibitor
Cc1ccc2[nH]c3c(c2c1)CN(C)CC3 | -16 | 1.1 | 3 | 2.3 | -3 | 0.7 | 5 | -12 | 14
O=c1[nH]nc(Cc2ccc(Cl)cc2)c2ccccc12 | -5 | 0.6 | -90 | -2.7 | 9 | 3.2 | 4 | -1 | 54
CSCCC(NS(=O)(=O)c1ccc2c(c1)oc(=O)n2C)C(=O)NC1CCCc2ccccc21 (configuration not stated) | 3 | -0.6 | -2 | -0.7 | -34 | -0.2 | 6 | -20 | 2

Later entries.
SMILES | Runt-SMMHC FRET | TRPML3 ag | MDM2 E3 inh | TNF death inh | p47phox inh | TRPN1 ag | PPC-1+TRAIL kill | EBV gp42 inh | CHOP inhibitor
CC(C)NC(=O)COC(=O)c1cc(Br)ccc1Cl | 1 | 0.5 | 4 | 0.2 | 2 | 0.7 | -4 | -4 | 10
O=C(CSc1nnc(-c2cccnc2)n1Cc1ccco1)NCc1ccc2c(c1)OCO2 | 11 | -0.9 | 10 | -5.2 | -9 | 1.1 | 22 | -18 | 2
O=C(Cn1nnc2ccccc21)OCC(=O)c1ccc(Cl)c(Cl)c1 | 3 | 0.2 | -3 | -1.7 | 7 | -0.7 | 16 | -14 | 4
O=C1/C(=C/c2ccc(Cl)cc2)NC(=S)N1Cc1cccnc1 | 18 | -0.3 | -13 | 3.0 | -6 | -0.8 | -7 | -14 | 2
COc1ccc2nc(SCC(=O)N3CCNC3=O)[nH]c2c1 | -3 | 0.4 | -10 | -0.3 | 4 | 1.1 | 15 | -7 | 43
O=C(/C(=C/c1ccccc1)c1ccccc1)N1CCCCC1 | -8 | -0.6 | -8 | -7.1 | -10 | 0.0 | 16 | -4 | 87*
CSc1ccccc1NS(=O)(=O)c1ccc2c(c1)OCCO2 | 2 | 0.3 | -8 | 0.4 | -10 | 1.4 | 5 | -12 | 27
Cc1c(CC(C)C)nc(N)c(C#N)c1-c1ccccc1 | 0 | -0.7 | . | -3.0 | -16 | -1.0 | 16 | -20 | 10
COCCn1c(C)cc(C(=O)COC(=O)c2ccc(Br)o2)c1C | -4 | 0.8 | -55 | -0.9 | 2 | 1.4 | 6 | -7 | 41
CCOC(=O)c1ccccc1NC(=O)CN1C(=O)c2ccccc2S1(=O)=O | -1 | 0.1 | -17 | 0.1 | 6 | 0.5 | -1 | 7 | 20
CCCc1cc(C(=O)Nc2sc(C)c(C)c2C(=O)OCC)no1 | 5 | 0.0 | -7 | 0.8 | -4 | 1.2 | 22 | -13 | 45
Cc1cc(NC(=O)c2cccc(F)c2)no1 | -3 | -0.7 | -17 | -1.0 | -11 | 1.8 | 11 | -11 | -20
COc1cc(C)c(C(=O)Oc2cc(C)c(C(=O)O)c(O)c2)c(O)c1 | -7 | . | -26 | -0.4 | 11 | . | 0 | -19 | 4
O=C1COc2ccc(N3C(=O)c4ccccc4C3=O)cc2N1 | -2 | 0.6 | -6 | 0.0 | -12 | -1.1 | 11 | -9 | 12
COc1ccccc1NS(=O)(=O)c1ccc(Cl)c(NC(=S)NC(=O)C2CCCC2)c1 | 2 | 0.1 | -8 | 1.4 | -13 | 1.5 | 41 | 0 | 42
CC(Sc1ccc(Cl)cc1)C(=O)Nc1ccccc1-c1ccccc1 (configuration not stated) | -6 | 0.3 | 1 | 0.3 | -8 | -1.1 | 16 | 7 | 93*
COc1ccc(N2CCN(c3ncccn3)CC2)cc1 | -2 | 0.8 | -4 | 0.1 | -22 | -0.9 | -19 | 7 | 37
Nc1nc(NC(=O)/C=C\C(=O)O)nn1-c1ccccc1 | 2 | 0.4 | -8 | -0.1 | -13 | 0.1 | 12 | -2 | 6
Cc1nc(N2CCN(Cc3nc4ccccc4[nH]3)CC2)c2oc3ccccc3c2n1 | -9 | 0.0 | -4 | -1.4 | -13 | -0.1 | 10 | -10 | 22
CCC(C)C(=O)Nn1c(C2CC2)nc2cc(OC)c(OC)cc2c1=O (configuration not stated) | 1 | -0.1 | -9 | 1.9 | 2 | 1.0 | 12 | -9 | -31
Cc1nn(-c2ccccc2)c(Cl)c1/C=C1\SC(=S)N(C)C1=O | -6 | -0.2 | 6 | 0.9 | -30 | 0.6 | -6 | -24 | 20
N#CC1=C(N)Oc2n[nH]c(-c3ccncc3)c2C1c1ccsc1 (configuration not stated) | 0 | 0.2 | -18 | 0.0 | -25 | 1.1 | 19 | 1 | 6
CN1N=C(c2ccc(Cl)cc2)CC(c2ccc(Cl)cc2)C1=O (configuration not stated) | 1 | 0.0 | -8 | 1.3 | -6 | -0.6 | 16 | -9 | 24
CC1CCCCN1C(=O)Nc1cccc(Cl)c1 (configuration not stated) | 1 | 0.4 | -12 | 1.8 | -16 | 0.5 | 14 | -8 | 30
CC(=O)Oc1ccc(-c2cccc(C(=O)OCC(=O)Nc3ccccc3Oc3ccccc3)c2)cc1 | 6 | 0.7 | -10 | 2.3 | -8 | -0.4 | 3 | 2 | 33
CC(C)N1CC(O)=C(c2nc3ccccc3[nH]2)C1=N | -3 | 0.6 | -10 | 0.9 | -8 | 0.7 | 24 | -8 | -31
O=C1C2C3CCC(C3)C2C(=O)N1Cc1ccco1 (configuration not stated) | 1 | 0.8 | 3 | 1.1 | -6 | -1.4 | 21 | -13 | 32
Cc1ccc(C)c(NC(=O)CSc2nc3ccc(N4C(=O)c5ccccc5C4=O)cc3s2)c1 | -7 | 0.1 | -7 | 2.0 | 3 | 0.4 | 4 | -13 | 31
COc1cnn(-c2ccccc2)c(=O)c1SCc1ccc(Cl)cc1Cl | 31 | -1.0 | 0 | -2.8 | -6 | -2.7 | -23 | 5 | 2
O=C(COC(=O)c1c2c(nc3ccccc13)/C(=C/c1cccc([N+](=O)[O-])c1)CCC2)NC1CCS(=O)(=O)C1 (configuration not stated) | -8 | 1.1 | -12 | -3.8 | -15 | 1.6 | 6 | -11 | -5
O=C(CSc1ccc(-c2ccc(F)cc2)nn1)NCc1ccco1 | 2 | -0.4 | 1 | -1.4 | -3 | -0.1 | 15 | -12 | -9
Cc1noc(C)c1COC(=O)Cc1ccc(Cl)c(Cl)c1 | 3 | -1.2 | -25 | -1.6 | + | -2.1 | -13 | 0 | 30
Cc1ccc(-n2nnc(-c3nccn3C)n2)cc1 | 2 | 0.4 | . | -2.7 | -13 | -0.2 | 55*[5 µM] | -11 | 20
CCC(=O)Nc1ccc(N2CCN(S(C)(=O)=O)CC2)cc1 | -4 | 0.9 | -20 | 0.9 | 6 | 0.0 | 20 | 1 | 4
O=C(CSc1nn(-c2ccccc2)c(=S)s1)NC1CCS(=O)(=O)C1 (configuration not stated) | 2 | -0.7 | 5 | 0.0 | -4 | -1.2 | 38 | -11 | -19
COc1ccc(C(=O)c2cnc[nH]2)cc1OC | -3 | 0.6 | -20 | 4.9 | 3 | 0.3 | -6 | -10 | 2
CC(=O)N1CCN(C(=O)Nc2cccc(C(F)(F)F)c2)CC1 | 0 | 0.6 | -16 | -2.5 | -4 | 1.6 | -2 | 0 | 27
COc1ccccc1OCCCCOc1ccccc1C(C)=O | -2 | 1.7 | . | 0.6 | -9 | 3.1 | -10 | 2 | 50
CC(=O)Nc1ccc2c(c1)n(C)c(=O)n2C | -2 | 1.0 | -24 | 0.1 | -14 | -1.3 | -6 | -24 | 7
O=C(O)c1cn(-c2ccccc2)nc1-c1ccncc1 | 4 | 0.0 | 3 | -1.2 | -10 | -0.7 | -11 | -15 | 16
COCCSc1ccccc1C(=O)NCc1ccc(S(N)(=O)=O)cc1 | -6 | 0.7 | -14 | 0.0 | -4 | 2.9 | 6[5 µM] | -16 | 19
CC(C)(C)NC(=O)C(c1ccncc1)N(C(=O)Cn1nnc(-c2ccc(F)cc2)n1)c1cccc(F)c1 (configuration not stated) | -1 | 0.0 | -11 | -0.6 | -7 | 1.8 | 2 | 6 | 0
COc1ccc(OC)c(NC(=O)c2ccccc2NS(=O)(=O)c2cccc3cccnc23)c1 | -1 | -0.4 | -1 | -2.5 | -26 | 0.0 | 13 | 4 | -2
O=C1N(c2ccc(Cl)cc2)C(c2ccccc2)N2CCCN12 (configuration not stated) | -4 | 0.9 | -13 | 1.7 | -11 | 1.3 | 26 | -2 | 15
O=C(Nc1ccccc1C(=O)N1CCCC1)C1CCN(c2ncccn2)CC1 | -2 | 1.0 | 3 | 1.6 | -8 | 1.5 | 23 | -10 | 25
c1ccc2c(c1)nc(NC1CCCCC1)c1nncn12 | 3 | -0.1 | 5 | -1.1 | -5 | 0.2 | -7 | 8 | 39

Not a hit list; 5.9% or so of the library scored in one or more.
